Source: PubChem BioAssay (National Center for Advancing Translational Sciences (NCATS))
EPAC1 antagonist = antagonists of human EPAC1 | EPAC1 GEF assay, Rap1b-BODIPY-GDP exchange fluorescence | 360,000 compounds, 0.14% hits | O95398 | Potency, µM (top dose mostly 115 µM), without a hit: top-dose activity change, negative = inhibition, actives largely listed as inhibitors;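 further: potency means the concentration at half of the fitted maximal effect; plate controls were vehicle for no effect and positive control for full effect; nearly all actives have a fitted effect of over 50% in size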
PLK1 PBD inh = PLK1 (human) polo-box domain binding inhibition; P53350; Plk1 PBD binding of FITC phosphopeptide, fluorescence polarization; Potency, µM, inactives show max response, negative = inhibition, most hits filed as inhibitors; 360,000 compounds, 2.8% hits; further: potency means the concentration at half of the fitted maximal effect; series mostly up to about 57 µM; on the % scale 0 is the no-effect control and ±100 the full control effect; nearly all actives have a fitted effect of over 65% in size
WRN helicase inh = blocks human WRN helicase; 360,000 compounds, 0.46% hits; Q14191; WRN helicase unwinding, fluorescent forked duplex, kinetic; AID 651768; Potency, µM (series often up to 114 µM), without a hit: at the top dose activity change, negative = inhibition, hits mostly inhibitors; further: potency means the concentration at half of the fitted maximal effect; on the % scale 0 is the no-effect control and ±100 the full control effect; nearly all actives have a fitted effect of over 55% in size
Target sequence (Q14191 whole entry, looked up): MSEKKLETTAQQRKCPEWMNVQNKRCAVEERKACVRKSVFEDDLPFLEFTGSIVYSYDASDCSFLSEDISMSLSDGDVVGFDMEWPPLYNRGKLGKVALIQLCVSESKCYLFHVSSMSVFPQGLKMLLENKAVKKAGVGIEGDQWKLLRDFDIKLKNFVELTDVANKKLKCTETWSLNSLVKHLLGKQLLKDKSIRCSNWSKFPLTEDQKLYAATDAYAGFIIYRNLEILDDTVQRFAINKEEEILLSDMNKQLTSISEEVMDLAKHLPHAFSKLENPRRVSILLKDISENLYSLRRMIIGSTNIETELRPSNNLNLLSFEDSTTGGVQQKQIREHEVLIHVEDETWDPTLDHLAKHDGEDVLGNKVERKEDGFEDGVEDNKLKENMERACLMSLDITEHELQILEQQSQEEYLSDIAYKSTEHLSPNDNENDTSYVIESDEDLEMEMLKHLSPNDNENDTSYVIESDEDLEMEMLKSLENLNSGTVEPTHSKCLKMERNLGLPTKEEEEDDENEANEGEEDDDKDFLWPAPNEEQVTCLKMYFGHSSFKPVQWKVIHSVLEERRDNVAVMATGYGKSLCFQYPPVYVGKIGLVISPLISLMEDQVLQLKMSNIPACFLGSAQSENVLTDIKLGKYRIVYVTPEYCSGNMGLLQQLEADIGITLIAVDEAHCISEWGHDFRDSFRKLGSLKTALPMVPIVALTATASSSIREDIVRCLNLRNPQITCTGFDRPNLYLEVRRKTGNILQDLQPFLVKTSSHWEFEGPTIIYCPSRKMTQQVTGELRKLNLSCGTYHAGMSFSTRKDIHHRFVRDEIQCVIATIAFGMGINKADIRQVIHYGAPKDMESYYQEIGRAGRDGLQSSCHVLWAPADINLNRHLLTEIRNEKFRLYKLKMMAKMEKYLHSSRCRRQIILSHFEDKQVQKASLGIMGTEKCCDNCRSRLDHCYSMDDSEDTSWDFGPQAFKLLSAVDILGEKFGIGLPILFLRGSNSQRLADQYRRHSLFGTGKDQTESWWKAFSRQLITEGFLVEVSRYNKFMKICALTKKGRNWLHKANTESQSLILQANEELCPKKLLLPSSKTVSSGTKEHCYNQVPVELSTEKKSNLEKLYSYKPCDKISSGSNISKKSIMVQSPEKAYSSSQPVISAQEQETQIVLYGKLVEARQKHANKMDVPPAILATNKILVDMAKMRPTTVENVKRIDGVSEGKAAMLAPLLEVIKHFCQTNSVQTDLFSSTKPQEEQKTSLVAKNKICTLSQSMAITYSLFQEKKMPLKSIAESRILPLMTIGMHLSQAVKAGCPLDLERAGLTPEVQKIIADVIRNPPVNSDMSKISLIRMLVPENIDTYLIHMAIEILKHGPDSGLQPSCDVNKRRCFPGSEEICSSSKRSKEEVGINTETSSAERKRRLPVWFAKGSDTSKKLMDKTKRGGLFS
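Enzyme (20 nM final) and test compound sit together 15 min at room temperature before substrate addition. Substrate is a single-forked duplex oligonucleotide (100 nM) labelled with fluorophore and quencher, with 2 mM ATP; helicase unwinding raises red fluorescence, read kinetically.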
PI5P4Ka inh = PI5P4K alpha (human) kinase inhibition | P48426 | AID 652105 | max response, % | 330,000 compounds, 1.2% hits | PI5P4Kalpha enzyme, ADP-Glo luminescence, 60 min; active compounds read low; active means max response of -50% or lower; inconclusive means between -30% and -50%; inactive means -30% or higher; further: value at the top dose of about 77 µM; on the % scale 0 is the no-effect control and ±100 the full control effect
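Reactions run in 0.038 M HEPES pH 7.4, 0.28 mM EGTA, 0.1% CHAPS and 5% DMSO, with PI5P4Kalpha, substrate, compound and 5 microM ATP final, one hour at room temperature. Readout is ADP-Glo luminescence.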
EPAC2 ag = activates human EPAC2 exchange factor | EPAC2 activation, biochemical qHTS; response scale: 100% = 6.5 mM cAMP response | 360,000 compounds, 0.079% hits | Potency, µM (doses to about 154 µM), inactives show top-dose activation, most hits filed as activators | Q8WZA2; further: potency means the concentration at half of the fitted maximal effect; nearly all actives have a fitted effect of over 50% in size
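Exchange assay: 100 nM EPAC2 with 250 nM Rap1B-BODIPY-GDP and 50 uM GDP. Fluorescence (ex 480/em 540 nm) read every 5 min for 30 min at room temperature. Data normalized to 6.5 mM cAMP as agonist control.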
IL-2 act = IL-2 activation; IL-2 activation reporter assay, cell-based qHTS; stimulated with anti-CD3/CD4/CD28 beads; in transgenic mouse T cells; AID 652025; 360,000 compounds, 0.065% hits; activation, % (series mostly up to about 46 µM); in the data active means activation above about 50%; inconclusive means mostly about 30% to 49%; further: 0% is about no effect
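Using fluorescent plate cytometry, EGFP and DsRed are detected in transgenic mouse T cells stimulated 18 h at 37 degrees C with antibody-coated beads after 60 min compound pretreatment.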
EPAC1 ag = EPAC1 (human) agonism; EPAC1 agonist qHTS, biochemical assay; response scale: 100% = response to 6.5 mM cAMP; Potency, µM (doses to about 154 µM), without a hit: at the highest dose activation, actives largely listed as activators; O95398; 360,000 compounds, 0.073% hits; AID 720707; further: potency means the concentration at half of the fitted maximal effect; nearly all actives have a fitted effect of over 60% in size
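Fluorescent GDP-exchange assay: 100 nM EPAC1 with 250 nM Rap1B preloaded with BODIPY-GDP and 50 uM GDP; compounds tested as concentration series, 5 min at room temperature, then read every 5 min for 30 min (ex 480/em 540 nm); normalized to 6.5 mM cAMP.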
CCT chaperon mod = cytosolic chaperonin activity modulation | 360,000 compounds, 0.3% hits | purified chaperonin ATPase assay, HTRF ADP detection, 30 min | activity change, % (no concentration beside the values), hits read low | AID 651819; in the data active means activity change below about -30%; further: on the % scale 0 is the no-effect control and ±100 the full control effect
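TRiC (40 or 20 nM final, by batch activity) in 30 mM Tris pH 7.4, 100 mM KCl, 5 mM MgCl2, 1 mM DTT was treated with compound at 76 uM single dose, then 10 uM ATP, 30 min at 37 °C. ADP was read by HTRF Transcreener.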
The depositor's hits bear a star; ? = inconclusive; . = no result given; [ ] = another dose, or the depositor's remark. Unless noted, the call rests on the fitted dose curve; in most records, active means well fitted curve in the direction sought with a large enough effect; inconclusive means small, poorly fitted or top-dose-only effect, or another doubt; inactive means no such curve, though single readings can be large; an effect the other way counts as inactive or inconclusive. Only part of the results is shown; rates above refer to the full screens.

1: CCCCNC(=O)C1(C)CCN1Cc1cccc2c(OC)cc(C(=O)OCC)cc12 (stereo not given)
2: CC1=N/C(=C\c2ccc([N+](=O)[O-])cc2)C(=O)N1c1cc(Cl)ccc1C
3: COc1ccc(/C=N/NC(=O)c2ccccc2OC)cc1COc1ccc(C)cc1
4: Cc1n[nH]c(=S)n(/N=C/c2ccccn2)c1=O
5: Cc1cc(N)n(-c2ccc3ccccc3c2)n1
6: Cc1ccc(C2(C)NC(=O)N(CC(=O)c3ccc(Cl)s3)C2=O)cc1 (stereo not given)

Screen / compound no.	1	2	3	4	5	6
EPAC1 antagonist	-21%	-5%	17%	-3%	-4%	-8%
PLK1 PBD inh	-1%	-7%	2%	-4%	-3%	-3%
WRN helicase inh	-2%	21%	-26%	-4%	-2%	-18%[57.1 µM]
PI5P4Ka inh	14	.	-5	-7	.	?
EPAC2 ag	6%	24%	-4%	2%	16%	-2%
IL-2 act	-0.8	2.1	-2.9	0.0	-0.8	1.0
EPAC1 ag	-7%	12%	3%	-2%	0%	5%
CCT chaperon mod	-0.4	2.2	-0.9	0.5	0.4	-2.8

7: O=S(=O)(c1ccc(NC(=S)NC2CC2)cc1)N1CCOCC1
8: COc1ccc(C(=O)N2CCN=C2SC)cc1
9: COc1ccc(OCC(=O)Nc2cc(-c3nn(C)c(=O)c4ccccc34)ccc2N2CCOCC2)cc1
10: Cc1cc(C)cc(N(C(=O)Cn2nnc3ccccc32)C(C(=O)NCc2ccco2)c2ccncc2)c1 (stereo not given)
11: S=c1[nH]c2cc(Cl)c3cccnc3c2o1
12: CC1O[C@H](OC2C(COC3OC(CO)C(O)[C@H](O)C3O)OC(OC3CC[C@]4(C)C(CC[C@@]5(C)[C@@H]4C=C[C@]46OC[C@@]7(CCC(C)(C)C[C@H]74)C(O)C[C@@]56C)C3(C)C)C(O)C2O)C(O)C(O)C1O (stereo not given in full)

Screen / compound no.	7	8	9	10	11	12
EPAC1 antagonist	-6%	2%	20%	4%	-7%	-10%
PLK1 PBD inh	?	8%	-2%	-5%	?	0%
WRN helicase inh	6%	-9%	1%	-3%	-9%[57.1 µM]	5%
PI5P4Ka inh	2	3	-4	-3	-53*	0
EPAC2 ag	2%	-4%	13%	-11%	10%	-2%
IL-2 act	0.4	0.1	-1.9	-1.4	-0.7	4.6
EPAC1 ag	-12%	4%	4%	-18%	-1%	-2%
CCT chaperon mod	-1.6	-1.3	-1.8	0.0	-1.6	1.8

Four successive records from above:
6: Cc1ccc(C2(C)NC(=O)N(CC(=O)c3ccc(Cl)s3)C2=O)cc1 (stereo not given)
7: O=S(=O)(c1ccc(NC(=S)NC2CC2)cc1)N1CCOCC1
8: COc1ccc(C(=O)N2CCN=C2SC)cc1
9: COc1ccc(OCC(=O)Nc2cc(-c3nn(C)c(=O)c4ccccc34)ccc2N2CCOCC2)cc1

Screen / compound no.	6	7	8	9
EPAC1 antagonist	-8%	-6%	2%	20%
PLK1 PBD inh	-3%	?	8%	-2%
WRN helicase inh	-18%[57.1 µM]	6%	-9%	1%
PI5P4Ka inh	?	2	3	-4
EPAC2 ag	-2%	2%	-4%	13%
IL-2 act	1.0	0.4	0.1	-1.9
EPAC1 ag	5%	-12%	4%	4%
CCT chaperon mod	-2.8	-1.6	-1.3	-1.8

Next part:
13: COc1ccc(/C=N/Nc2nc(N3CCCC3)nc(N3CCCC3)n2)cc1O
14: CC(C)c1ccc(C(=O)Nc2ccc(CN3CCOCC3)cc2)cc1
15: Cn1c(=O)c(=O)n(C)c2cc(S(=O)(=O)N3CCN(c4ccc(F)cc4)CC3)ccc21
16: COc1ccc(C2C(=O)N(C3CCCCC3)CC(=O)N2CCc2ccccc2)cc1OC (stereo not given)
17: O=S(=O)(O)c1cc(Cl)cc(N=Nc2ccc(O)cc2O)c1O
18: O=C(CSc1nc2cc(Cl)ccc2s1)NCC1CCCO1 (stereo not given)

Screen / compound no.	13	14	15	16	17	18
EPAC1 antagonist	-1%	-2%	-3%	13%	-31%	-8%
PLK1 PBD inh	-1%	-18%	-1%	-5%	?	-27%
WRN helicase inh	2%	9%	4%	-3%	50µM*	-14%
PI5P4Ka inh	-5	1	-2	.	-98*	-3
EPAC2 ag	-3%	15%	-6%	0%	12%	1%
IL-2 act	-1.7	0.2	0.5	2.4	0.0	0.3
EPAC1 ag	1%	2%	-4%	2%	1%	-5%
CCT chaperon mod	0.1	-0.1	1.2	-1.3	-2.7	-6.9

19: Cc1ccc(CN2CCCN(Cc3c(F)cccc3Cl)S2(=O)=O)cc1
20: COc1cc(OC)cc(-c2noc(-c3csc([C@@H]4C[C@H](O)[C@@H](CO)O4)n3)n2)c1
21: CN(C)C(=S)Nc1cccc(F)c1
22: COC(=O)c1ccccc1NC(=O)N1CSC[C@H]1C(=O)OC
23: COc1ccc(N2CCN(C(c3ccccc3)c3nnnn3Cc3ccc(F)cc3)CC2)cc1 (stereo not given)
24: COc1ccccc1CN1CC(C(=O)N(CCO)Cc2cccs2)CCC1=O (stereo not given)

Screen / compound no.	19	20	21	22	23	24
EPAC1 antagonist	-14%	0%	9%	-4%	-8%	-8%
PLK1 PBD inh	2%	3%	0%	-17%	-7%	7%
WRN helicase inh	1%	5%	4%	-2%	-32%[57.1 µM]	3%
PI5P4Ka inh	9	-5	0	-8	11	-3
EPAC2 ag	13%	9%	10%	10%	10%	-1%
IL-2 act	-0.4	0.0	-0.2	-0.1	1.4	0.5
EPAC1 ag	7%	-3%	1%	5%	1%	4%
CCT chaperon mod	-2.4	0.0	1.0	-0.2	-5.7	0.9

25: O=C(O/N=C(/c1ccccc1)c1ccncc1)c1ccc(F)cc1
26: COc1ccc(S(=O)(=O)N2CCCCCC2)cc1NC(=O)CC1OC(=O)c2ccccc21 (stereo not given)
27: COc1ccc(C2C=C(c3ccc(Br)cc3)Nc3nc(N4C(=O)CCC4=O)nn32)cc1 (stereo not given)
28: COc1ccc(Cl)cc1NC(=O)CN(C)C(=O)c1sccc1-c1ccccc1
29: COc1cccc(CC(=O)Nc2cc(S(=O)(=O)N3CCOCC3)ccc2N2CCN(C)CC2)c1
30: COC(=O)CSc1nnc(CNC(=O)Cc2ccccc2)n1-c1ccccc1OC

Screen / compound no.	25	26	27	28	29	30
EPAC1 antagonist	12%	-7%	-5%	-6%	6%	4%
PLK1 PBD inh	-11%	-9%	-16%	2%	-11%	-9%
WRN helicase inh	-1%	-10%	-5%	1%	-1%	1%
PI5P4Ka inh	3	-9	.	4	-7	.
EPAC2 ag	2%	17%	10%	5%	6%	9%
IL-2 act	0.3	3.2	-2.8	0.1	0.3	-1.2
EPAC1 ag	1%	34%	2%	8%	17%	5%
CCT chaperon mod	-1.8	4.6	1.9	1.7	-3.6	-0.9

31: Cc1c(Br)c([N+](=O)[O-])nn1CCCC(=O)Nc1sc2c(c1C#N)CCC2
32: CCN(CC)C(=O)CN1C(=O)C2(OCC(C)(c3ccccc3)CO2)c2ccccc21 (stereo not given)
33: C/C=C(\C)C(=O)NCCN1C2=NC[C@@H](Cc3ccccc3)N2C[C@H]1Cc1ccc(O)cc1
34: O=C(COc1ccccc1C(=O)NCC1CCCO1)Nc1ccc(Br)cc1 (stereo not given)
35: Cc1ccc(F)cc1NC(=O)Nc1cc(C(C)(C)C)nn1C
36: Cc1ccc(C(=O)N2CCCN(c3nc4cc5c(cc4cc3C#N)OCO5)CC2)cc1

Screen / compound no.	31	32	33	34	35	36
EPAC1 antagonist	?	-8%	11%	-9%	-14%	3%
PLK1 PBD inh	5.3µM*	-1%	?	-15%	-4%	0%
WRN helicase inh	-20%	-2%	-3%[11.6 µM]	4%	-22%	-18%
PI5P4Ka inh	-27	.	-4	3	13	-9
EPAC2 ag	27%	11%	11%	7%	-1%	18%
IL-2 act	-3.9	-1.4	1.2	-4.0	-0.1	-0.6
EPAC1 ag	6%	15%	3%	-12%	-3%	21%
CCT chaperon mod	-1.7	2.3	0.0	-3.9	-1.5	0.9

37: Cc1ccc2nc(Cl)c(C3CC(c4cccs4)=NN3C(=O)CCC(=O)O)cc2c1 (stereo not given)
38: O=C(O)c1ccccc1-n1c2ccccc2c2ccccc21
39: COc1ccccc1/C=C(/C(=O)OCC(=O)NCc1ccccc1)c1ccccc1
40: Clc1nc(NC2CCCC2)nc(N2CCOCC2)n1
41: Cc1ccc(S(=O)(=O)Nc2ccc3ccccc3n2)cc1
42: Cc1ccc(S(=O)(=O)N2CCCC(C(=O)NCCc3ccccc3)C2)cc1 (stereo not given)

Screen / compound no.	37	38	39	40	41	42
EPAC1 antagonist	-17%	-13%	6%	4%	-15%	-14%
PLK1 PBD inh	-15%	?	-2%	?	4%	-6%
WRN helicase inh	-4%	1%	0%	-19%	-11%	2%
PI5P4Ka inh	-3	1	-1	-8	3	12
EPAC2 ag	2%	-9%	4%	6%	4%	-12%
IL-2 act	-1.0	-1.3	-1.5	0.4	2.1	-2.0
EPAC1 ag	14%	-7%	4%	-3%	-4%	5%
CCT chaperon mod	-0.5	0.5	-1.9	1.0	0.8	-1.6

43: O=C(CCn1cnc(-c2ccccc2)c1-c1ccccc1)N/N=C/c1ccccc1O
44: Cc1cc(O)c(C(C)C)cc1N=Cc1ccccc1O
45: O=C(O)CC(Cc1ccc(Cl)cc1)C(=O)Nc1ccccc1 (stereo not given)
46: CC(C)c1nc(SCC(=O)Nc2nccs2)c2ccccc2n1
47: CC1S/C(=N/N=C2CCC(C(C)(C)C)CC2)NC1=O (stereo not given)
48: O=C(N=C1SC2CS(=O)(=O)CC2N1c1cc(Cl)ccc1Cl)C1CCCO1 (stereo not given)

Screen / compound no.	43	44	45	46	47	48
EPAC1 antagonist	-7%	-15%	2%	-26%	0%	-11%
PLK1 PBD inh	?	10%	3%	-6%	-11%	-17%
WRN helicase inh	-10%	1%	-1%	?	-17%	1%
PI5P4Ka inh	-2	-2	-2	-3	1	7
EPAC2 ag	13%	13%	7%	-1%	?	11%
IL-2 act	-0.9	1.5	0.6	-0.8	-4.8	-3.2
EPAC1 ag	9%	0%	4%	-9%	-5%	13%
CCT chaperon mod	-0.1	-21	-1.7	-0.6	-2.8	-0.5
